Source: PubChem BioAssay (several laboratories)
NR2E3 ag-1 – agonists of human NR2E3 nuclear receptor. CHO-S Gal4-NCOR/VP16-NR2E3 two-hybrid, luciferase. inhibition of corepressor binding, % at 3.98 µM. 360,000 tested, 0.35% active. AID 602229;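 active means inhibition above the mean of all tested compounds plus 3 SD, cut at about 70% in these data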;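 further: 0% = DMSO with NR2E3 transfected cells and 100% = cells lacking NR2E3 construct; higher means lower luciferase signal from less NR2E3 corepressor binding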
Target sequence (Q9Y5X4 whole entry, looked up, the tested form may be a part): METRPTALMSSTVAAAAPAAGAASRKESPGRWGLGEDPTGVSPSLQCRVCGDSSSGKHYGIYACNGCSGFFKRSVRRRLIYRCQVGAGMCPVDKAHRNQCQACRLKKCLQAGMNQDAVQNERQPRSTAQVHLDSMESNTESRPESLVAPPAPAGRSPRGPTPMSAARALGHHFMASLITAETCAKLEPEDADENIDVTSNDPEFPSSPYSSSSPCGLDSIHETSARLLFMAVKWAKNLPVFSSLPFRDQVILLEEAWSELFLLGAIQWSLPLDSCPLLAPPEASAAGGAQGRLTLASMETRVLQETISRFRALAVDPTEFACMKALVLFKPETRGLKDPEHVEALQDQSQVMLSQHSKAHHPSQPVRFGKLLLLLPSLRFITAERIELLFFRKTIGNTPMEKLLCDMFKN
C8 TRAIL sens – sensitizes caspase-8 expressing cells to TRAIL; NB7+C8 cells + TRAIL, ATPlite viability luminescence; inhibition (viability loss, TRAIL sensitization), % at 10 µM; 360,000 tested, 1% active; AID 624354;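 active means compounds causing at least 50% loss of cell viability in the single-dose screen, relative to plate controls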
Shn3 3UTR inh – Schnurri-3 reporter inhibition in Clone20 osteoblasts | Clone20 osteoblast Shn3 3'UTR firefly luciferase, 24 h | inhibition, % at 12.5 µM | 360,000 tested, 0.52% active | AID 588674;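 active means mean inhibition of at least 75% with every replicate also reaching 75%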;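 further: 0% = median of neutral control wells and 100% = pilot-screen positive control compound; some compounds past the cut are filed as inactive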
MITF TRPM1 inh – inhibitors of MITF-driven TRPM1 promoter in melanoma cells; SK-MEL-5 TRPM1 promoter luciferase, 24 h; inhibition, % at 12.5 µM; 330,000 tested, 0.83% active;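 active means mean inhibition across replicates of 60% or more, whatever share of single replicates reaches that level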; further: values of inactives mirror those of a sister screen read the other way
KKLEB cytotox – reduces viability of KKLEB cystic fibrosis airway cells; 360,000 tested, 0.36% active; KKLEB CF airway cells viability, ATPlite luminescence, overnight; stronger effect = lower value; cells stimulated with P. aeruginosa culture filtrate; activity change (cytotoxicity), % at 5 µM;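 active means corrected activity change at or below -50% at 5 µM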
HIF-2a inh – inhibitors of HIF-2a. inhibition, % at 18.8 µM. 786-0 RCC cells HIF-2a reporter, luciferase luminescence, overnight. AID 624352. 360,000 tested, 0.72% active;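 active means inhibition of the luminescence signal of 40% or more relative to plate controls, in a single-dose primary screen at 18.75 µM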
CF NFkB inh – inhibitors of cystic fibrosis induced NF-kB. 360,000 tested, 0.86% active. inhibition, % at 5 µM. KKLEB NF-kB-GFP reporter, PAF-induced, GFP fluorescence overnight;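 active means at least 50% inhibition at 5 µM, scaled per plate between neutral and stimulator controls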;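 further: PAF is a Pseudomonas aeruginosa culture filtrate used as stimulus; plate controls were PAF-stimulated DMSO wells for no effect and unstimulated DMSO wells for full effect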
NR2E3 ag-2 – NR2E3 (human) agonism; Q9Y5X4; inhibition of corepressor binding, % at 4.78 µM; AID 2300; GST-NR2E3/biotin-RetCOR TR-FRET, 1536-well; 320,000 tested, 0.12% active;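 active means percent inhibition above the cutoff of mean plus 3 SD of all tested compounds, set per screening campaign, cut at about 20% in these data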;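 further: 0% = DMSO wells and 100% = biotin wells as full block of FRET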
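Material: NR2E3–RetCOR corepressor complex / Incubation: Compound–protein incubation for 5 h at 4 °C / Dosing: compound at 4.8 µM, single dose / Detection: time-resolved FRET / Benchmarks: high control biotin, low control 0.6% DMSO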
EBV LMP1 NFkB – reduces LMP1-driven NF-kappaB luciferase signal; LMP1-induced NF-kappaB luciferase reporter cells, luminescence; inhibition, % at 12.5 µM; 350,000 tested, 0.69% active; in the data active means inhibition above about 41%;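 further: 0% = neutral control wells and 100% = reference inhibitor control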
iPSC survival up – increases survival of single human iPS cells; hiPSC single-cell survival, ATPlite luminescence; 100% = ROCK inhibitor wells, 0% = DMSO; survival enhancement, % at 20 µM; 360,000 tested, 0.044% active; in the data active means survival enhancement above about 18%;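 further: cells exposed to compounds for 16 hours before the ATP read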
Peg3 promoter – reduces Peg3 promoter-driven luciferase expression in HeLa. HeLa PEG-Prom luciferase reporter, luminescence, overnight. inhibition, % at 20 µM. 360,000 tested, 1.7% active;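 active means inhibition of at least 50% at 20 µM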
An asterisk follows results filed as active; x = no result given. The list is partial; the hit share may differ from the screen's.

SMILES | NR2E3 ag-1 | C8 TRAIL sens | Shn3 3UTR inh | MITF TRPM1 inh | KKLEB cytotox | HIF-2a inh | CF NFkB inh | NR2E3 ag-2 | EBV LMP1 NFkB | iPSC survival up | Peg3 promoter
CCc1noc(C)c1C(=O)OCC(=O)Nc1cccc(C)c1 | 0 | 0 | -11 | 5 | -28 | -11 | 19 | 3 | -17 | -2.0 | 3
O=C(CCCCCN1C(=O)CCC1=O)Nc1ccc2c(c1)OCO2 | -32 | -2 | 17 | -13 | -2 | -46 | -9 | 2 | -3 | -2.3 | -22
CCc1sc(C(=O)N2CCN(c3ccc(F)cc3)CC2)cc1C | -27 | -10 | 14 | 5 | 0 | -22 | 2 | 1 | -1 | -0.2 | -6
Cc1ccc(NNS(=O)(=O)c2ccc(C)cc2)cc1 | -8 | -7 | 7 | 15 | 1 | -26 | -4 | 5 | -5 | -2.2 | 0
O=C(OCc1cc2ccccc2[nH]c1=O)c1ccccc1 | 1 | -2 | -23 | 2 | 14 | 11 | 6 | 2 | 8 | 1.0 | -46
O=c1[nH]c(SCCN2CCOCC2)nc(O)c1-c1ccccc1 | -43 | -19 | -5 | 2 | -8 | 6 | 0 | 3 | -2 | -0.3 | 5
Cc1ccc(N=C2NC(=O)/C(=C/c3cn(C)c4ccccc34)S2)cc1C | -37 | 12 | -10 | 2 | 0 | -45 | 53* | -8 | 8 | -0.5 | -5
COc1ccccc1N(CC(=O)Nc1c(C)cccc1C)S(C)(=O)=O | 28 | -3 | 5 | 4 | -8 | 6 | 2 | 1 | -11 | 1.0 | 8
CCOC(=O)C1(Cc2ccccc2)CCN(Cc2cccn2-c2nccs2)CC1 | -7 | 11 | 17 | 12 | 4 | 20 | -11 | 1 | 1 | -2.1 | 1
Cc1cc(C)c(C#N)c(OCC(=O)Nc2ccccc2)n1 | -18 | -10 | -26 | 7 | -3 | 13 | 8 | -1 | 1 | -0.4 | 5

Two entries from above, field by field:
O=C(OCc1cc2ccccc2[nH]c1=O)c1ccccc1
  NR2E3 ag-1: 1 | C8 TRAIL sens: -2 | Shn3 3UTR inh: -23 | MITF TRPM1 inh: 2 | KKLEB cytotox: 14 | HIF-2a inh: 11 | CF NFkB inh: 6 | NR2E3 ag-2: 2 | EBV LMP1 NFkB: 8 | iPSC survival up: 1.0 | Peg3 promoter: -46
O=c1[nH]c(SCCN2CCOCC2)nc(O)c1-c1ccccc1
  NR2E3 ag-1: -43 | C8 TRAIL sens: -19 | Shn3 3UTR inh: -5 | MITF TRPM1 inh: 2 | KKLEB cytotox: -8 | HIF-2a inh: 6 | CF NFkB inh: 0 | NR2E3 ag-2: 3 | EBV LMP1 NFkB: -2 | iPSC survival up: -0.3 | Peg3 promoter: 5

The list goes on:
SMILES | NR2E3 ag-1 | C8 TRAIL sens | Shn3 3UTR inh | MITF TRPM1 inh | KKLEB cytotox | HIF-2a inh | CF NFkB inh | NR2E3 ag-2 | EBV LMP1 NFkB | iPSC survival up | Peg3 promoter
CN(C)CCn1c2ccccc2c2nc3ccc([N+](=O)[O-])cc3cc21 | -47 | 21 | 1 | x | 1 | -70 | -81 | 0 | x | -1.0 | -11
Cc1sc2ncnc(NC3CCN(Cc4ccccc4)CC3)c2c1C | 75* | 36 | 88* | -1 | -5 | 26 | 9 | -7 | -7 | -0.5 | 12
CNC(=S)N/N=C/c1ccc2c(c1)OCCO2 | -8 | 15 | -10 | -28 | 4 | -110 | -7 | 0 | -11 | -1.1 | -62
COc1ccc(/C=C/C(=O)Nc2ccc(OC)cc2[N+](=O)[O-])cc1 | 3 | 2 | 23 | -6 | 0 | -10 | 17 | -1 | 3 | -0.2 | -23
O=C(O)c1cc(Br)ccc1NN=C1CCCCC1 | -67 | -8 | -16 | -10 | -2 | 0 | 12 | -3 | 3 | 2.1 | 11
CC(=O)C1=C(O)C(=O)N(Cc2ccccc2)C1c1ccc(F)cc1 (stereo unspecified) | -7 | -3 | 12 | 3 | 5 | 16 | -4 | 1 | 5 | -0.6 | -3
CN(C/C=C/c1ccccc1)Cc1cccc2ccccc12 | -18 | 8 | 21 | -10 | -2 | 0 | 21 | 6 | 4 | 0.9 | 0
CC(C)C1Oc2ccccc2N(CC(=O)NCCCN2C(C)CCCC2C)C1=O (stereo unspecified) | -22 | -13 | -7 | 4 | 1 | 18 | 4 | 0 | -3 | 0.9 | -9
COc1ccc(N2CCN(C(=O)Nc3ccccc3C)CC2)cc1 | -1 | -2 | -39 | 19 | -9 | 7 | 11 | 5 | 4 | 0.6 | 1
CC(C)(C)c1ccc(CN2C3=NCCCN3c3ccccc32)cc1 | -14 | 24 | 88* | 48 | -28 | 17 | 25 | 4 | -4 | -3.0 | 20
COC(=O)C1=C(C(=O)OC)N2C=CC=CC2(C)C(C(=O)OC)=C1C(=O)OC (stereo unspecified) | -3 | -1 | -5 | -9 | -9 | 25 | 9 | 1 | 5 | 1.6 | 11
CCOc1ccc(C(=O)OCC(=O)NCCNC(=O)COC(=O)c2ccc(OCC)cc2)cc1 | 8 | 8 | -12 | -1 | 2 | 6 | 6 | 1 | -5 | -0.4 | 14
CCOC(=O)c1cc2c(=O)n3ccccc3nc2n(CC(C)C)c1=NC(=O)c1ccco1 | -1 | -3 | -7 | 1 | 0 | 7 | -3 | 3 | -13 | -0.7 | 13
O=C(Nc1ccc2c(c1)OCO2)c1cc(-c2cccnc2)nc2ccccc12 | -21 | -4 | 5 | 5 | -3 | -97 | -18 | -1 | -1 | -1.6 | -25
CN(Cc1ccc(Cl)cc1Cl)C(=O)C1CSC2(C)CCC(=O)N12 (stereo unspecified) | -25 | -1 | 4 | x | 15 | -3 | -25 | x | -2 | -2.7 | 4
COc1ccnc(CSC(N)=Nc2ccccc2C(F)(F)F)c1 | -28 | -9 | 5 | 7 | 15 | -19 | 8 | -3 | 8 | -1.0 | -1
Cc1ccc(S(=O)(=O)N(C)C)cc1NC(=O)COC(=O)C1CCN(S(=O)(=O)c2cccs2)CC1 | -4 | -8 | -3 | 10 | 5 | 7 | 3 | 0 | -8 | -0.6 | 14
Cc1ccc(C(=O)c2cc([N+](=O)[O-])ccc2N2CC(C)OC(C)C2)cc1 (stereo unspecified) | 13 | -10 | 4 | 32 | -14 | 20 | 18 | -2 | 5 | 0.0 | 31
O=C(Nc1cc(Cl)ccc1O)C1CCCO1 (stereo unspecified) | 0 | 0 | 3 | 0 | 6 | 13 | 4 | -3 | 2 | 2.1 | 11
O=C(Cn1nnc2ccccc21)c1ccc(Cl)cc1 | -19 | -20 | -16 | -71 | -6 | -174 | 12 | 1 | -9 | -0.1 | -162

Reformatted with two lines to a compound: entries from further up.
Results follow in this order: NR2E3 ag-1 | C8 TRAIL sens | Shn3 3UTR inh | MITF TRPM1 inh | KKLEB cytotox | HIF-2a inh | CF NFkB inh | NR2E3 ag-2 | EBV LMP1 NFkB | iPSC survival up | Peg3 promoter
O=C(OCc1cc2ccccc2[nH]c1=O)c1ccccc1
  1 | -2 | -23 | 2 | 14 | 11 | 6 | 2 | 8 | 1.0 | -46
O=c1[nH]c(SCCN2CCOCC2)nc(O)c1-c1ccccc1
  -43 | -19 | -5 | 2 | -8 | 6 | 0 | 3 | -2 | -0.3 | 5
Cc1ccc(N=C2NC(=O)/C(=C/c3cn(C)c4ccccc34)S2)cc1C
  -37 | 12 | -10 | 2 | 0 | -45 | 53* | -8 | 8 | -0.5 | -5
COc1ccccc1N(CC(=O)Nc1c(C)cccc1C)S(C)(=O)=O
  28 | -3 | 5 | 4 | -8 | 6 | 2 | 1 | -11 | 1.0 | 8
CCOC(=O)C1(Cc2ccccc2)CCN(Cc2cccn2-c2nccs2)CC1
  -7 | 11 | 17 | 12 | 4 | 20 | -11 | 1 | 1 | -2.1 | 1
Cc1cc(C)c(C#N)c(OCC(=O)Nc2ccccc2)n1
  -18 | -10 | -26 | 7 | -3 | 13 | 8 | -1 | 1 | -0.4 | 5
CN(C)CCn1c2ccccc2c2nc3ccc([N+](=O)[O-])cc3cc21
  -47 | 21 | 1 | x | 1 | -70 | -81 | 0 | x | -1.0 | -11
Cc1sc2ncnc(NC3CCN(Cc4ccccc4)CC3)c2c1C
  75* | 36 | 88* | -1 | -5 | 26 | 9 | -7 | -7 | -0.5 | 12
CNC(=S)N/N=C/c1ccc2c(c1)OCCO2
  -8 | 15 | -10 | -28 | 4 | -110 | -7 | 0 | -11 | -1.1 | -62

Next part.
SMILES | NR2E3 ag-1 | C8 TRAIL sens | Shn3 3UTR inh | MITF TRPM1 inh | KKLEB cytotox | HIF-2a inh | CF NFkB inh | NR2E3 ag-2 | EBV LMP1 NFkB | iPSC survival up | Peg3 promoter
O=C(CCSc1ccccc1)NCCSCc1ccccc1 | -5 | -6 | 0 | 12 | -12 | -2 | 3 | 0 | 8 | 1.8 | 1
Cc1cccc(Nc2nnc(SCC(=O)c3ccc(O)cc3O)s2)c1 | -12 | -5 | -3 | -15 | 13 | -38 | 13 | 2 | -3 | 0.1 | -19
Cc1ccc(NC(=O)CN(C)C(=O)c2ccc(S(=O)(=O)N(C)c3ccccc3)cc2)cc1 | -24 | 8 | 9 | 3 | 3 | 11 | 11 | -4 | -13 | 0.1 | 13
CC(C)Cc1ccc(CN2C(C)C(=O)N(Cc3cn(Cc4ccco4)nn3)CCS2(=O)=O)cc1 (stereo unspecified) | 2 | -2 | -7 | x | 4 | -2 | 40 | x | x | -2.0 | 8
CCCC(=O)Nc1nc2ccc(OC)cc2s1 | -82 | 22 | -76 | -62 | -7 | -235 | 8 | 0 | -30 | 0.1 | -255
Cc1ccc(C(=O)OCN2C(=O)c3ccccc3C2=O)o1 | 0 | 10 | 13 | 7 | 2 | -1 | -14 | 4 | -4 | 1.5 | -8
CCCCNS(=O)(=O)c1ccc(NC(=O)C2CCCO2)cc1 (stereo unspecified) | 1 | -4 | -21 | 1 | 7 | 11 | -2 | 5 | -2 | 0.4 | 7
COc1ccc(NC2CCCN(C(=O)CCN3CCOCC3)C2)cc1 (stereo unspecified) | -20 | 7 | -9 | 3 | -6 | 3 | -1 | 2 | -4 | -0.1 | -5
COc1ccccc1OCC(=O)NCC1CCCN(Cc2cnn(C(C)C)c2)C1 (stereo unspecified) | 4 | -12 | -8 | -5 | -14 | 6 | 16 | 4 | 0 | 1.1 | 6
Cc1ccc2nc(/C(C#N)=C\c3ccc(Oc4ccc(C(F)(F)F)cc4[N+](=O)[O-])cc3)[nH]c2c1 | -10 | 21 | 27 | 13 | -36 | 6 | 33 | -3 | 3 | 1.4 | 26
